Screening results (PubChem BioAssay)
MRP resist rev – MRP-mediated drug resistance reversal; H69AR cells + 2 uM doxorubicin, CellTiter-Glo, 72 h; differential viability (reversal), % at 10 µM; actives 0.04% (n = 85,000); AID 602;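 active = viability drop by adding the cancer drug above about 55%, with treated viability meeting a 40% cutoff, limit read from the data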;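 also: viability without doxorubicin minus viability with 2 µM doxorubicin for each compound; larger differential means the compound sensitizes cells more to doxorubicin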
NFkB transloc pot – enhances IL-1B driven NFkB nuclear translocation | HUVEC IL-1B NFkB p65 nuclear translocation imaging | activation, % at 2 µM | actives 0.3% (n = 94,000);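 active = activation above 40%, about the mean plus 3 SD, also judged a hit on visual image review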;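 also: percent activation is computed from the nuclear over cytoplasmic p65 intensity ratio; values of inactives mirror those of a sister screen read the other way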
IL1B NFkB inh – blocks IL-1B driven NFkB nuclear translocation in HUVEC cells; HUVEC IL-1B NFkB p65 nuclear translocation imaging; inhibition, % at 2 µM; actives 0.43% (n = 94,000);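 active = inhibition above about 30% together with a positive call from visual inspection of the well image, limit read from the data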;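 also: nuclear over cytoplasmic p65 intensity ratio measured by imaging; 0% = IL-1B stimulated DMSO wells and 100% = unstimulated DMSO wells; values of inactives mirror those of a sister screen read the other way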
Bcl-B displacement – displacers of TR3 peptide from Bcl-B, primary screen, selectivity assay for Bfl-1 inhibitor project, biochemical, fluorescence polarization; FP displacement of FITC-TR3 peptide from Bcl-B; higher % means a stronger effect; displacement, % at 20 µM, or IC50 in µM where a hit was titrated; AID 748; actives 0.11% (n = 96,000);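 active = displacement above 50% at 20 µM plus a fluorescence interference ratio under 1.5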;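 also: plate controls were wells without compound for no effect and wells lacking Bcl-B protein for full effect; a part of the inactive calls stands beside numbers as strong as those of hits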
PLAP inhibitors HTS – inhibition of human placental alkaline phosphatase – biochemical, luminescence, HTS (AID 690). actives 0.08% (n = 96,000). purified PLAP, luminescent substrate; higher % means a stronger effect. inhibition, % at 20 µM; hits with a dose series show IC50 in µM; in the data active = a potency from the dose series; inactive = the rest, 99 in 100 with inhibition below about 30%; also: strong numbers were not always called active
MRP resist rev cytotoxicity – recorded beside MRP resist rev, whose call it bears; viability, %; H69AR cells, CellTiter-Glo, 72 h; measured here: cytotoxicity without doxorubicin
MRP resist rev with doxorubicin – further read-out of MRP resist rev, marked with its call; viability, %; measured here: viability with 2 uM doxorubicin; hits give low values
IL1B NFkB inh cell count 2 µM – further read-out of IL1B NFkB inh, marked with its call; cell count; measured here: cells passing quality filter;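 raw number of nuclei counted in each imaged well without normalization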
NFkB transloc pot cell count 2 µM – further read-out of NFkB transloc pot, marked with its call; cell count; measured here: cells passing quality filter
An asterisk follows results filed as active; · = not tested or not shown. A portion of the library; the hit share may differ from the screen's.

SMILES	MRP resist rev	MRP resist rev cytotoxicity	MRP resist rev with doxorubicin	NFkB transloc pot	NFkB transloc pot cell count 2 µM	IL1B NFkB inh	IL1B NFkB inh cell count 2 µM	Bcl-B displacement	PLAP inhibitors HTS
CCn1cc([N+](=O)[O-])c(C(=O)N2N=C(c3ccc4ccccc4c3)CC2c2ccccc2O)n1 (stereo not drawn)	1	86	85	5	147	-5	147	·	·
C1=C(C(c2nnnn2C2CCCCC2)N2CCCCC2)COc2ccccc21 (stereo not drawn)	18	96	78	12	164	-12	164	-4%	11%
CC(=N\Nc1ccc(Cl)cc1)/C(=N/O)C(=O)Nc1ccccc1	·	·	·	5	168	-4	168	2%	1%
Cc1ccc(C(=O)Nc2nnc(-c3cccs3)s2)cc1C	-2	69	71	13	171	-14	171	-2%	2%
O=C(CN1CC(=O)Oc2ccccc21)OCC(=O)c1ccc(Br)cc1	-16	58	74	3	105	-3	105	·	·
COc1ccc(C(=O)N/C(=C\c2cccc3ccccc23)C(=O)NCCc2c[nH]c3ccccc23)cc1OC	·	·	·	-3	128	4	128	-7%	-67%
CC(=O)OCCCN1c2ccccc2Nc2nnc(-c3ccccc3)cc21	1	39	38	-1	167	1	167	-8%	-24%
CCCOC(=O)Nc1nnc(CCC)s1	9	98	89	-1	96	1	96	1%	1%
Cc1nc(N2CCN(c3ccccc3)CC2)[nH]c(=O)c1Cc1cccc2ccccc12	-17	22	38	15	174	-15	174	4%	-10%
O=C(COc1ccc(S(=O)(=O)NC2CCCCC2)cc1Cl)NCc1cccnc1	0	88	88	·	·	·	·	-8%	-66%
FC(F)(F)c1ccc(/C=N/N2CCN(Cc3cccc4ccccc34)CC2)cc1	·	·	·	-1	97	1	97	3%	3%
N#Cc1c(OCC(=O)c2ccccc2)nc2c(c1-c1ccco1)CCc1ccccc1-2	-14	51	65	-8	70	8	70	·	·
CCCCn1c(SC(C)C(=O)c2ccc(OC)cc2)nc2cc(S(N)(=O)=O)ccc21 (stereo not drawn)	-26	33	59	-1	176	1	176	-7%	-4%
Cc1ccc(S(=O)(=O)N2CCN(Cc3cc(C(C)C)ccc3O)CC2)cc1	-14	73	87	-12	111	12	111	-3%	7%
Cc1cc2oc(C(=O)N(Cc3ccccc3)C3CCS(=O)(=O)C3)cc(=O)c2cc1Cl (stereo not drawn)	23	50	27	1	160	-1	160	-7%	-34%
CCc1ccc(C(=O)CSc2nnc(C)c(=O)[nH]2)cc1	·	·	·	17	158	-17	158	-6%	20%
Cc1ccccc1-n1ncc2c(SCC(=O)NCc3cccs3)ncnc21	-29	28	57	105*	192*	-105	192	-2%	-30%
CCOc1cc(C)c(C(C)C)cc1S(=O)(=O)NCc1ccccn1	·	·	·	-100	12	100*	12*	-4%	-4%
CC(C)c1ccc(N2CC(C(=O)Nc3nccs3)CC2=O)cc1 (stereo not drawn)	9	99	91	0	127	0	127	4%	13%
CC(C)C(=O)Nc1ccc(C(=O)NNC(=O)NC2CCCCC2)cc1	·	·	·	-11	127	11	127	-3%	-10%
CC(=O)CCS(=O)(=O)c1ccc(Oc2ccc(S(=O)(=O)CCC(C)=O)cc2)cc1	1	1	1	2	159	-2	159	·	·
Cc1ccccc1NC1(C#N)C(=O)Nc2ccccc21 (stereo not drawn)	-20	68	88	24	175	-24	175	5%	29%
O=C(CSc1nc2ccccc2[nH]1)c1cccs1	·	·	·	·	·	·	·	4%	9%
Cn1c(NC(=O)c2ccc(C(C)(C)C)cc2)cc(=O)n(C)c1=O	2	96	94	·	·	·	·	-1%	0%
O=C1N(S(=O)(=O)c2ccccc2F)C(=O)C2(CCCC2)N1S(=O)(=O)c1ccccc1F	10	100	90	·	·	·	·	5%	-3%

Continuation:
SMILES	MRP resist rev	MRP resist rev cytotoxicity	MRP resist rev with doxorubicin	NFkB transloc pot	NFkB transloc pot cell count 2 µM	IL1B NFkB inh	IL1B NFkB inh cell count 2 µM	Bcl-B displacement	PLAP inhibitors HTS
COC(=O)c1c(C(=O)OC)c2ccncn2c1Cl	62	146	84	-4	56	4	56	4%	-143%
COc1cccc(/C=N/n2c(=S)n(C)c3ccccc32)c1OC	4	92	89	-6	87	6	87	-5%	-2%
Oc1c(C(c2cccs2)N2CCN(c3ccccc3)CC2)ccc2cccnc12 (stereo not drawn)	·	·	·	-12	134	12	134	-7%	-58%
CC(=O)N1CCN(S(=O)(=O)c2ccc(C)cc2)C1c1ccc(N(C)C)cc1 (stereo not drawn)	5	101	96	-4	152	4	152	-3%	-52%
Cn1c(N2CCN(C(=O)Nc3ccc(C(F)(F)F)cc3)CC2)nc2ccccc21	-2	81	83	13	165	-12	165	1%	28%
COc1ccc(C2C=C(c3ccccc3)Nc3nc(NC(C)=O)nn32)cc1 (stereo not drawn)	-24	62	86	3	215	-3	215	6%	-32%
O=S(=O)(/N=C(/Nc1ccccn1)c1ccccc1)c1ccccc1	·	·	·	6	129	-6	129	0%	4%
CCOC(=O)c1c(NC(=O)OC)sc(C(=O)N(C)C)c1C	7	89	82	-13	61	13	61	-9%	-26%
COC(=O)c1[nH]c2ccc(C)cc2c1NC(=O)Nc1ccccc1OC	-17	62	79	-3	154	3	154	4%	15%
CCOc1cccc(C(=O)NC(=S)Nc2ccc(N3CCCC3)cc2)c1	·	·	·	-2	110	2	110	0%	23%
Cc1ccc(NC(=O)CCSc2nc(C)cc(C)n2)cc1	·	·	·	-15	160	15	160	-3%	24%
CCOc1ccc(CN2CCC(C(=O)N3CCN(c4ccccc4F)CC3)CC2)cc1OC	·	·	·	·	·	·	·	-6%	-70%
O=C(O)CCn1ccnc1-c1ccccc1	-1	106	107	24	130	-24	130	6%	4%
CC(NC(=O)COC(=O)CCNC(=O)c1ccco1)C12CC3CC(CC(C3)C1)C2 (stereo not drawn)	-5	94	99	63*	151*	-63	151	13%	-56%
Cc1ccc(CNn2cnnc2SCc2ccc(F)cc2)cc1	3	85	82	1	64	-1	64	·	·
O=C(c1ccco1)N(CCC(c1ccccc1)c1ccco1)Cc1ccc(F)cc1 (stereo not drawn)	·	·	·	2	121	-2	121	-1%	-5%
COc1ccc(CCNC(=O)CCn2c(=O)[nH]c3cc(OC)c(OC)cc3c2=O)cc1OC	2	83	81	12	115	-12	115	·	·
O=C1CCC(C(=O)OCC(=O)C23CC4CC(CC(C4)C2)C3)N1 (stereo not drawn)	8	94	87	-7	111	7	111	2%	7%
CNCCCOc1ccc(C(C)(C)c2ccccc2)cc1	-12	10	22	2	67	-2	67	3%	3%
COc1cc(C(=O)OCCN2CCOCC2)ccc1O	20	99	79	-3	147	3	147	-2%	-1%
Cc1nc(S(=O)(=O)c2cccc(Cl)c2)nc2c1CCC2	·	·	·	11	104	-11	104	-1%	-2%
O=C(CSc1cn(CCNC(=O)c2cccs2)c2ccccc12)NCC1CCCO1 (stereo not drawn)	-7	73	80	·	·	·	·	2%	-6%
O=[N+]([O-])c1cc(-c2cnc3ccccc3n2)ccc1Oc1ccc(F)cc1	·	·	·	11	197	-11	197	-8%	-1%
CCOC(=O)c1ccc(S(=O)(=O)Nc2cc(C(C)(C)C)no2)cc1	-20	84	104	-16	152	16	152	-7%	-12%
CCOC(=O)N1CCC(NC(=O)C2CCCN(S(=O)(=O)c3cccnc3)C2)CC1 (stereo not drawn)	11	93	82	·	·	·	·	-1%	8%

(listing goes on)
SMILES	MRP resist rev	MRP resist rev cytotoxicity	MRP resist rev with doxorubicin	NFkB transloc pot	NFkB transloc pot cell count 2 µM	IL1B NFkB inh	IL1B NFkB inh cell count 2 µM	Bcl-B displacement	PLAP inhibitors HTS
CC1CCCCN1C(=O)c1cc2nc(-c3ccccc3)cc(-c3ccccc3)n2n1 (stereo not drawn)	-8	53	61	2	117	-2	117	·	·
O=C(CCCc1ccccc1)N1CCN(c2ccc([N+](=O)[O-])cc2)CC1	·	·	·	-5	164	6	164	-5%	26%
CCOC(=O)Cc1csc(NC(=O)C(C)(C)C)n1	1	96	95	8	131	-8	131	-9%	23%
Cc1ccc(/C=C2\SC(=S)N(CCCC(=O)Nc3ccccn3)C2=O)cc1	·	·	·	-10	170	10	170	8%	-1%
NC(=O)c1ccc(-n2nnnc2SCc2ccc(F)cc2)cc1	10	98	88	-3	113	3	113	5%	9%
CCn1c(=O)cc(OCC(=O)N2CCCCCC2)c2ccccc21	2	78	76	26	185	-26	185	-2%	-49%
CCn1c(-c2ccc(C(C)(C)C)cc2)n[nH]c1=S	·	·	·	10	139	-10	139	0%	-54%
COc1cccc2cc(C(=O)OC3CCN(C)CC3)c(=O)oc12	-2	88	90	·	·	·	·	-2%	14%
Cc1ccc(CCNC(=O)C2CCCN(S(=O)(=O)c3c(C)noc3C)C2)cc1 (stereo not drawn)	6	87	80	9	195	-9	195	-6%	2%
CCCc1cc(=O)n2[nH]c(C)cc2n1	-3	92	95	-1	116	1	116	2%	-12%
O=C(Cn1c(=S)nc2ccccn21)N1CCc2ccccc2C1	2	72	70	-8	100	8	100	-17%	8%
Cc1sc(NC(=O)c2cccs2)c(C(N)=O)c1C	-14	47	61	21	89	-21	89	-1%	2%
O=C(c1cc(-c2ccco2)on1)N1CCN(c2ccccc2)CC1	6	90	83	·	·	·	·	1%	-29%
